Screening results: PubChem, Broad Institute
BL2 CD40 inh: inhibitors of CD40-induced NF-kB signaling, primary screen, BL2 cells, luciferase reporter, single point; CD40L-induced, 4 h; inhibition, % at 10 µM; 0.94% of 83,000 active;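 active = mean inhibition of at least 50% with a set share of replicates also reaching that level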;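 also: 0% = neutral control wells and 100% = IKK inhibitor VII at 50 µM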
* marks the source's active call; other numbers are inactive results; [ ] = remark or other dose. The list is partial; rates above refer to the full screens.

Screening COc1ccc(S(=O)(=O)N2CCc3ccccc32)cc1C(=O)NCCc1ccc(S(N)(=O)=O)cc1 returned BL2 CD40 inh -5.8.
Screening CN1CCN(C(CNS(=O)(=O)c2ccc(Br)cc2)c2ccc3c(c2)OCO3)CC1 (stereo not given) returned BL2 CD40 inh -2.7.
COc1ccc(C2Nc3ccccc3C(=O)N2NC(=O)c2ccccc2)cc1OC (stereo not given) was read as BL2 CD40 inh -8.3.
For COc1cc(SC)ccc1C(=O)N1CCN(c2ccc(O)cc2)CC1 the results were BL2 CD40 inh -2.8.
`O=C1N(C2CCCC2)C[C@@H]2C[C@@H](c3cccn3-c3ccccn3)N3CCC[C@@]123` gave BL2 CD40 inh 6.2.
For Nc1nc(=S)c2[nH]c(=S)[nH]c2[nH]1 the results were BL2 CD40 inh 11.3.
O=C(COC(=O)c1cc[n+]([O-])cc1)Nc1ccc([N+](=O)[O-])cc1Cl was read as BL2 CD40 inh 9.1.
For Cc1c(C(=O)Nc2nccs2)oc2c(Cl)cccc12 the results were BL2 CD40 inh 17.0.
Cc1cc(C)n(S(=O)(=O)Cc2ccccc2)n1 was read as BL2 CD40 inh 2.2.
Screening Cc1ccc(NC(=O)OCCNC(=O)c2ccncc2)cc1 returned BL2 CD40 inh -28.1.
COc1ccc(CNC(=O)COC(=O)c2ccc(S(=O)(=O)N3CCOCC3)cc2)cc1 was read as BL2 CD40 inh 8.1.
`CC(=O)N1[C@H](CNC(=O)C2CC2)[C@H](c2ccc(-c3ccccc3)cc2)[C@@H]1CO` gave BL2 CD40 inh 4.7[25 µM].
For CC1(C)CC1C(=O)N/C(=C\CCCCSCC(N)C(=O)O)C(=O)O (stereo not given) the results were BL2 CD40 inh -1.9[25 µM].
For CN(C)c1nc(N(C)C)nc(N(C)C)n1 the results were BL2 CD40 inh -5.0.
Screening COC(=O)c1ccc2ccn(CC(=O)NC(C)C)c2c1 returned BL2 CD40 inh 2.8.

The closing 2 entries of the section above open the next one:
For CN(C)c1nc(N(C)C)nc(N(C)C)n1 the results were BL2 CD40 inh -5.0.
Screening COC(=O)c1ccc2ccn(CC(=O)NC(C)C)c2c1 returned BL2 CD40 inh 2.8.
For COCCNC(=O)Nc1ccc2nc(C)sc2c1 the results were BL2 CD40 inh 1.4.
`Cc1cnc(C(=O)OCC(=O)c2c[nH]c3ccccc23)cn1` gave BL2 CD40 inh 4.7.
For COc1ccc(S(=O)(=O)N2CCCC2CNC(=O)C(=O)NCc2cccs2)cc1 (stereo not given) the results were BL2 CD40 inh 2.1.
CC(C)Oc1ccc(C(=O)NN2C(=O)NC3(CCCCC3)C2=O)cc1 was read as BL2 CD40 inh -18.1.
Cc1nnc(NC(=O)c2sc3ccccc3c2Cl)s1 was read as BL2 CD40 inh -11.9.
C/C(=N\OC(=O)c1ccc(F)cc1)c1sc(-c2ccccc2)nc1C was read as BL2 CD40 inh -74.8.
For O=S(=O)(c1ccc(=S)[nH]c1)N1CCCC1 the results were BL2 CD40 inh 0.2.
`CSCCC(N=C1NS(=O)(=O)c2ccccc21)C(=O)N1CCCC(C(N)=O)C1` (stereo not given) gave BL2 CD40 inh 8.1.
O=C(COC(=O)c1ccc(F)cc1F)Nc1ccc(Cl)cn1 was read as BL2 CD40 inh 14.2.
N#C[C@@H]1[C@H](c2ccccc2-c2cccc(F)c2)[C@H](CO)N1C(=O)C1CC1 was read as BL2 CD40 inh 3.9[25 µM].
For CN(Cc1ccccc1)S(=O)(=O)c1ccc(NC(=O)c2ccccc2C(=O)O)cc1 the results were BL2 CD40 inh 8.2.
For O=C(Cn1cnc2c(nnn2-c2ccccc2)c1=O)N1CCCc2ccccc21 the results were BL2 CD40 inh -3.5.
`O=C(NCCS(=O)(=O)NCCc1ccccc1)c1ccccc1` gave BL2 CD40 inh -3.7.
Screening O=c1[nH]c2ccc(Cl)cc2c(-c2ccccc2)c1N1CCN(CCO)CC1 returned BL2 CD40 inh 12.3.
Screening CC(C)C(=O)Nc1ccc2c(c1)C(=O)N(C)[C@H]1CC[C@H](CC(=O)NCCc3ccccc3)O[C@@H]1CO2 returned BL2 CD40 inh -13.8[25 µM].
O=C(NCC1CCCO1)c1csc(Nc2cccc3ccccc23)n1 (stereo not given) was read as BL2 CD40 inh 25.6.
O=C(COc1ccc(Cl)cc1Cl)N(C1CCCCC1)C1CCS(=O)(=O)C1 (stereo not given) was read as BL2 CD40 inh 10.2.
Screening O=C(CN1CCN(c2ccccn2)CC1)Nc1nc2ccccc2s1 returned BL2 CD40 inh -12.5.
`O=C(Nc1ccc(Cl)c(Cl)c1)N[C@@H]1CC[C@@H](CCn2cc(C3CCCC3)nn2)O[C@H]1CO` gave BL2 CD40 inh 5.4.
For CN(CC(=O)Nc1ccc(Cl)cc1)C(=O)C1CCCC1 the results were BL2 CD40 inh -30.7.
For Cc1csc(SCc2c(C(=O)O)oc3ccccc23)n1 the results were BL2 CD40 inh 12.1.
CN(C)CCn1c2c(c(SCC(=O)Nc3cccc(C(F)(F)F)c3)nc1=O)CCCC2 was read as BL2 CD40 inh 10.7.
For CCC(=O)N1C[C@H](O)COC[C@H]2O[C@@H](CC(=O)NCc3ccc(Oc4ccccc4)cc3)CC[C@@H]21 the results were BL2 CD40 inh 2.3[25 µM].
For O=C(CCCOc1ccc(Br)cc1)Nc1ccc(S(=O)(=O)N2CCOCC2)cc1 the results were BL2 CD40 inh 21.8.
Screening CCCCC(=O)NCc1ccc2c(c1)cc(C)n2C returned BL2 CD40 inh -9.1.
`Cc1ccc(S(=O)(=O)Nn2c(C)ccc2C)cc1` gave BL2 CD40 inh 3.8.
For N#CCCN(C(=O)COC(=O)Cc1c[nH]c2ccccc12)c1ccccc1 the results were BL2 CD40 inh 9.7.
`O=C(C[C@H]1CC[C@@H]2NC[C@H](O)COC[C@H]2O1)NC1Cc2ccccc2C1` gave BL2 CD40 inh 4.5[25 µM].
Cn1nc(C(=O)OCC(=O)Nc2ccc(C(N)=O)cc2)c2ccccc2c1=O was read as BL2 CD40 inh -6.7.
CC(C)c1nnc(NC(=O)C2CCN(S(=O)(=O)c3ccc(-n4cnnn4)cc3)CC2)s1 was read as BL2 CD40 inh 14.0.
Screening O=C(COc1ccccc1[N+](=O)[O-])N/N=C/c1cccs1 returned BL2 CD40 inh 2.6.
For C[C@@H]1CCCCO[C@@H](CN(C)C(=O)Cc2ccccc2)[C@H](C)CN([C@@H](C)CO)C(=O)c2cc(NC(=O)Cc3ccccc3)ccc2O1 the results were BL2 CD40 inh -7.1.
`O=C(CCn1c(=O)sc2ccccc21)Nc1ccon1` gave BL2 CD40 inh -13.4.
For OCCNCCCCOc1ccccc1F the results were BL2 CD40 inh 1.7.
`Cc1ccccc1S(=O)(=O)NCC[C@H]1CC[C@@H](NC(=O)C2CCCC2)[C@H](CO)O1` gave BL2 CD40 inh 0.5.
Screening C=CCn1c(SCC(=O)c2c(N)n(C)c(=O)n(C)c2=O)nnc1-c1ccncc1 returned BL2 CD40 inh 7.6.
Screening CN1c2ccc(Br)cc2[C@H]2[C@H](CCN2C(=O)C2CCCCC2)[C@H]1CO returned BL2 CD40 inh -1.0.
Cc1nc(C)c(-c2csc(Nc3ccccn3)n2)s1 was read as BL2 CD40 inh -36.4.
`CCOC(=O)c1cc(-c2csc(-c3cccc(Cl)c3)n2)on1` gave BL2 CD40 inh -0.9.
O=C(Cc1c[nH]c2ccccc12)Nc1nnc(C2CC2)s1 was read as BL2 CD40 inh -2.6.
Screening CC(=O)Nc1cccc(C(=O)O)n1 returned BL2 CD40 inh 11.8.
For COc1ccccc1NS(=O)(=O)c1cc(NC(=O)Cc2n[nH]c(=O)c3ccccc23)ccc1Cl the results were BL2 CD40 inh 6.9.
For CN(c1ccc(C(=O)NCC2CCCO2)cc1)S(=O)(=O)c1ccccc1 (stereo not given) the results were BL2 CD40 inh 1.3.
`O=C(CCn1c(=O)oc2ccccc21)Nc1nc2ccccc2s1` gave BL2 CD40 inh 0.4.
`O=C(CNC(=O)c1sc2ccccc2c1Cl)NC1CC1` gave BL2 CD40 inh -51.4.

Compounds above that have an aryl thioether with sulfur outside any ring (four):
For COc1cc(SC)ccc1C(=O)N1CCN(c2ccc(O)cc2)CC1 the results were BL2 CD40 inh -2.8.
For Cc1csc(SCc2c(C(=O)O)oc3ccccc23)n1 the results were BL2 CD40 inh 12.1.
CN(C)CCn1c2c(c(SCC(=O)Nc3cccc(C(F)(F)F)c3)nc1=O)CCCC2 was read as BL2 CD40 inh 10.7.
Screening C=CCn1c(SCC(=O)c2c(N)n(C)c(=O)n(C)c2=O)nnc1-c1ccncc1 returned BL2 CD40 inh 7.6.

4 compounds from above, arranged by molecular weight, largest number first.
Screening COc1ccc(S(=O)(=O)N2CCc3ccccc32)cc1C(=O)NCCc1ccc(S(N)(=O)=O)cc1 returned BL2 CD40 inh -5.8.
For CN(Cc1ccccc1)S(=O)(=O)c1ccc(NC(=O)c2ccccc2C(=O)O)cc1 the results were BL2 CD40 inh 8.2.
CC(C)Oc1ccc(C(=O)NN2C(=O)NC3(CCCCC3)C2=O)cc1 was read as BL2 CD40 inh -18.1.
Cc1cc(C)n(S(=O)(=O)Cc2ccccc2)n1 was read as BL2 CD40 inh 2.2.

Carrying on.
O=C(NCC1CCCO1)c1cc(S(=O)(=O)N2CCCC2)c(Cl)cc1Cl (stereo not given) was read as BL2 CD40 inh 15.7.
Screening CCOC(=O)c1ccc(COC(=O)c2ccc(-c3nnc(-c4ccccc4)o3)cc2)o1 returned BL2 CD40 inh -62.9.
Screening COc1ccc(C2c3c(C)nn(-c4ccccc4)c3NC(=O)N2c2ccccc2)cc1 (stereo not given) returned BL2 CD40 inh 3.1.
For OC(COC(c1ccccc1)c1ccccc1)CN1CCOCC1 (stereo not given) the results were BL2 CD40 inh -2.5.
`N/C(=N\OC(=O)/C=C/c1ccccc1)c1ccncc1` gave BL2 CD40 inh -83.8.
`Cc1cc(N2CCCCC2)nc(-c2ccc(Br)cc2)n1` gave BL2 CD40 inh -5.0.
`CCN1CCN(S(=O)(=O)c2ccc(Cl)c(C(=O)NCc3ccco3)c2)CC1` gave BL2 CD40 inh -1.9.
`N#Cc1c(NCc2ccccc2)ccnc1NCc1cccnc1` gave BL2 CD40 inh 15.1.
For N#C[C@H]1[C@@H](c2ccc(C#CC3CC3)cc2)[C@@H](CO)N1C(=O)Cc1ccccn1 the results were BL2 CD40 inh -2.3.
COc1cc(CN2CC3(CN(C(=O)Nc4c(C)noc4C)C3)c3c([nH]c4cc(OC)ccc34)[C@H]2CO)cc(OC)c1 was read as BL2 CD40 inh -4.9[25 µM].
Screening CCOCCCNC(=O)c1cc2sc(Cl)cc2n1CC returned BL2 CD40 inh -8.5.
`CN(Cc1ccc(Cl)cc1)C(=O)CCl` gave BL2 CD40 inh 24.0.
`CCC(=O)NC[C@@H]1[C@@H](c2ccc(C3=CCCC3)cc2)[C@@H](CO)N1CC1CC1` gave BL2 CD40 inh -3.6[25 µM].
COc1ccc2c3c(n(C)c2c1)[C@@H](CO)NCC31CCN(Cc2cc(-c3ccccc3)on2)CC1 was read as BL2 CD40 inh 2.8[25 µM].
`N#C[C@H]1[C@@H](c2ccc(C3=CCCC3)cc2)[C@@H](CO)N1C(=O)c1ccccn1` gave BL2 CD40 inh -6.1[25 µM].
For O=C(O)CCNS(=O)(=O)c1ccccc1 the results were BL2 CD40 inh 2.9.
O=C1c2ccccc2-c2nnc(-c3ccc(O)cc3)cc21 was read as BL2 CD40 inh -13.2.
Screening Cc1ccccc1S(=O)(=O)Cc1ccc(C(=O)N2CCN(c3ncccn3)CC2)o1 returned BL2 CD40 inh 3.2.
CC(NC(=O)COc1ccc(-c2ccccc2)cc1)C1CCCO1 (stereo not given) was read as BL2 CD40 inh -14.6.
Cc1ccc(S(=O)(=O)N2CCN(C(=O)CN3CCOCC3)C2)cc1 was read as BL2 CD40 inh 10.7.
`COc1ccc(S(=O)(=O)N2CCCC2CNC(=O)C(=O)Nc2ccc(C)cc2)cc1` (stereo not given) gave BL2 CD40 inh 1.0.
CCOc1ccc(-c2cc(C(=O)Nc3ccc(C)c(NS(C)(=O)=O)c3)[nH]n2)c(C)c1 was read as BL2 CD40 inh 3.2.
CCOC(=O)C1CC(=O)c2ccccc2C1c1ccccc1 (stereo not given) was read as BL2 CD40 inh 4.8.
Screening CCCNC(=O)C[C@@H]1CC[C@@H]2[C@H](COC[C@H](O)CN2C(=O)c2ccc(F)cc2)O1 returned BL2 CD40 inh 1.8[25 µM].
O=C(O)CNC(=O)CC12CC3CC(CC(C3)C1)C2 was read as BL2 CD40 inh 9.8.
`COC(=O)[C@@H]1[C@@H](CO)[C@@H]2Cn3c(ccc(-c4ccccc4OC)c3=O)[C@@H]2N1C(=O)c1cnccn1` gave BL2 CD40 inh -5.9[25 µM].
Screening CC(=O)c1c(OC(=O)c2ccco2)c2ccccc2n1C returned BL2 CD40 inh -4.5.
O=C(C[C@@H]1C[C@@H]2c3cc(NC(=O)Nc4ccc(C(F)(F)F)cc4)ccc3O[C@@H]2[C@H](CO)O1)NCc1cccnc1 was read as BL2 CD40 inh 16.8[25 µM].
For COc1ccc(N(CC(=O)O)S(C)(=O)=O)cc1OC the results were BL2 CD40 inh 8.5.
CC(C)(C)c1ccc(N=C2SCC(=O)N2Cc2cccs2)cc1 was read as BL2 CD40 inh -5.7.
Screening COc1ccc(CNC(=S)Nc2ccc(F)c(Cl)c2)cc1 returned BL2 CD40 inh -2.5.
CCCC#Cc1ccc2c(c1)[C@@H]1[C@@H](CCN1C(=O)C1CCC1)[C@@H](CO)N2 was read as BL2 CD40 inh -61.3.
Screening CCCc1cnc(NCCNCC(O)COc2ccc(Cl)c(Cl)c2)nc1 (stereo not given) returned BL2 CD40 inh 31.1.
Screening Cc1nn(C)c(C)c1NC(=O)c1ccnn1C returned BL2 CD40 inh 4.2.
Screening Cc1noc(C)c1NC(=O)NCCN1CCN(Cc2ccccc2)CC1 returned BL2 CD40 inh 9.2.
Screening CN(C)C(=O)Cn1cc(S(=O)(=O)Cc2ccccc2)c2ccccc21 returned BL2 CD40 inh 6.1.
`CC(Sc1nc(N)cc(=O)[nH]1)C(=O)Nc1ccc(N2CCOCC2)cc1` (stereo not given) gave BL2 CD40 inh -1.6.
`O=C(NC1CCS(=O)(=O)C1)C1CCCN(S(=O)(=O)c2ccc(Cl)cc2)C1` (stereo not given) gave BL2 CD40 inh 3.1.
For CC1CCC2(CC1)NC(=O)N(CC(=O)c1cccn1C)C2=O (stereo not given) the results were BL2 CD40 inh 11.6.
